Source: PubChem
T cell modulator: modulates CD8 T cell binding to vesicles. 2C CD8+ T cell-vesicle binding, flow cytometry; active compounds read low. calls only at 7 µM. 330,000 compounds, 0.068% hits. AID 2052;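 active = response, share of CD8 T cells binding vesicles, and their 90th percentile fluorescence all below set limits, cut at about 80% in these data, passing the limit was not always enough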
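Assay system: 2C TCR transgenic mouse naive CD8+ T cells, MACS-purified | Read-out: CD8+ gate FL2 mean fluorescence as % of same-row positive control | Signal: High-throughput flow cytometry with anti-B7-1 and anti-CD8 staining | Timing: Binding step 1.5 h, 37 °C, antibody labelling 20 min, ice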
Hep lipid drop: modulators of hepatic lipid droplet formation; AML12 mouse hepatocytes, oleate lipid droplets, BODIPY imaging; 240,000 compounds, 0.4% hits; AID 1656; inhibition, % at 6.5 µM;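 active = lipid droplet intensity inhibited by at least 50%, with more than 500 cells counted; inconclusive = wells with under 300 cells, treated as cytotoxic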
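Material: mouse AML12 hepatocyte cell line, fixed after treatment; Timing: compound with oleate, overnight; Technique: high-content imaging of BODIPY-stained droplets and DAPI nuclei; Probe or stimulus: oleate, 100 µM final; Dosing: compound at 6.5 µM only.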
Dynein cargo inh: blocks dynein driven cargo transport along microtubules. 3617.4 mouse cells, GR-EGFP nuclear translocation imaging; test concentration mostly 20 µM; stimulated with dexamethasone, 1 µM; active compounds read low. z-score, hits read low. 220,000 compounds, 0.47% hits. AID 1381;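 active = plate z-score of nuclear minus cytoplasmic receptor signal below a set negative limit, without overly bright fluorescence or cell loss, cut at about -3.5 in these data, passing the limit was not always enough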;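 also: z-score of nuclear minus cytoplasmic ring GR-EGFP intensity difference per well; some compounds called inactive have numbers as strong as hits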
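medium = tetracycline-free induction medium containing charcoal-stripped FBS | also added = 1.0 µM final dexamethasone stimulus | schedule = 48 h induction, 1 h compound, 30 min dex at 37 °C | technique = fixed, Hoechst-stained cells imaged at 10x for EGFP | measure = GR-EGFP nuclear translocation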
Myeloid diff MLP: myeloid differentiation induction; ER-HoxA9 myeloid progenitors, lysozyme-GFP differentiation, flow cytometry; calls only at 10 µM; 360,000 compounds, 1% hits; AID 624256;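 active = normalized GFP-positive differentiation at or above the plate's own cutoff, the solvent-only control mean plus 3 SD; inconclusive = no clear call, values can overlap the other calls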;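 also: cells exposed to compound for four days before flow analysis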
PMI inhibitors: MPI enzyme activity inhibition – biochemical, fluorescence intensity, coupled assay, primary screen (AID 1209); 190,000 compounds, 0.42% hits; purified PMI enzyme, coupled fluorescence intensity; higher % means a stronger effect; inhibition, % at 20 µM; hits with a dose series show IC50 in µM; in the data active = inhibition above about 50%;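 also: plate controls were DMSO vehicle for no effect and wells lacking substrate for full effect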
TNAP activation fold: human TNAP enzyme activators, primary screen, biochemical, luminescent, no phosphate acceptor, uHTS (AID 1001); purified TNAP, luminescent activation assay, no phosphate acceptor; higher activation fold means a stronger effect; activation fold at 20 µM; hits with a dose series show EC50 in µM; 200,000 compounds, 0.03% hits; in the data active = activation fold from about 3, or a potency from the dose series; inactive = the rest, 99 in 100 with activation fold below about 1.6; also: many of its hits are not listed in these tables
MT stabilizer: microtubule stabilization, imaging screen; 200,000 compounds, 0.83% hits; HeLa tubulin immunostaining HCS, 24 h; share of cells brighter than vehicle mean+2SD; AID 2205; % tubulin-high responders, % at 10 µM;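 active = plate Z-score above 3 for both tubulin-high and condensed-nucleus cell shares, with cell loss under 80%, at 10 µM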;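 also: anti alpha tubulin signal scored within the nucleus-defined area of each cell; some results filed as inactive read as strong as hits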
Ins promoter up: MIN6 insulin promoter up-regulation. MIN6 insulin promoter-GFP reporter, high-content imaging; active compounds read high. AID 1625. z-score at 5 µM. 190,000 compounds, 0.3% hits;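 active = z-score above 3 at 5 µM with at least 500 cells counted in the well; inconclusive = wells under 500 cells, flagged as cytotoxic or low count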
bCat nuc transl: beta-catenin nuclear translocation modulation. 190,000 compounds, 0.3% hits. nuclear translocation activity, % at 5 µM. AID 1665. HeLa beta-catenin nuclear translocation, immunofluorescence imaging;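 active = nuclear translocation activity above 50% at 5 µM, with a well cell count of 50 or more; inconclusive = wells under 50 cells across six images, flagged as toxic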;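 also: per-cell ratio of nuclear to cytoplasmic median beta-catenin stain intensity; plate controls were DMSO negative control for no effect and GSK-3 inhibitor IX positive control for full effect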
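Test system: human HeLa cells, native beta-catenin. Compound dosing: 5 µM primary single dose, 0.1% DMSO, 0.02–20 µM confirmation series. Incubation: compound exposure 24 h at 37°C. Detection: beta-catenin immunostaining with DAPI counterstain, 20x imaging, 6 fields/well. Read-out basis: Nuclear/cytoplasmic beta-catenin signal ratio, % activation.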
Dynein cargo inh cytoplasmic EGFP: recorded beside Dynein cargo inh, whose call it bears; z-score; measured here: cytoplasmic GR-EGFP intensity; active compounds read high
Dynein cargo inh nuclear GR-EGFP: second read-out of Dynein cargo inh, no call of its own (marks repeat the call); z-score; measured here: nuclear GR-EGFP intensity;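 lower value marks the stronger effect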
Dynein cargo inh cell count: second read-out of Dynein cargo inh, no call of its own (marks repeat the call); z-score; measured here: cell count per field
Ins promoter up cell count: also measured in Ins promoter up; calls as there; cell count; measured here: cytotoxicity, nuclei count;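 total cells summed across four imaged fields per well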
Hep lipid drop cells 6.5 µM: further read-out of Hep lipid drop, marked with its call; cell count; measured here: cell count, cytotoxicity flag;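 cells counted across two imaged fields per well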
bCat nuc transl cell count 5 µM: further read-out of bCat nuc transl, marked with its call; cell count; measured here: cell count, cytotoxicity flag
T cell modulator vesicle-bound %: further read-out of T cell modulator, marked with its call; double positive events, %; measured here: CD8+ vesicle-bound cell fraction;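 binding gate set so that unloaded-vesicle control wells show 10% double positive cells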
MT stabilizer Hoechst-high %: further read-out of MT stabilizer, marked with its call; % Hoechst-high responders; measured here: nuclear condensation Hoechst responders;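 share of cells brighter than vehicle mean plus two SD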
MT stabilizer cytotoxicity %: also measured in MT stabilizer; calls as there; toxicity, %; measured here: cytotoxicity by cell density;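 0% = mean cell density of plate MIN control wells and 100% = no cells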
Myeloid diff MLP GFP+ MAC1+ %: recorded beside Myeloid diff MLP, whose call it bears; GFP+ MAC1+ double positive, %; measured here: differentiation confirmed by MAC1 staining
Numbers without * were called inactive; i = inactive; ? = inconclusive; . = no result given; + = active, no number.

SMILES | T cell modulator | T cell modulator vesicle-bound % | Hep lipid drop | Hep lipid drop cells 6.5 µM | Dynein cargo inh | Dynein cargo inh cytoplasmic EGFP | Dynein cargo inh nuclear GR-EGFP | Dynein cargo inh cell count | Myeloid diff MLP | Myeloid diff MLP GFP+ MAC1+ % | PMI inhibitors | TNAP activation fold | MT stabilizer | MT stabilizer Hoechst-high % | MT stabilizer cytotoxicity % | Ins promoter up | Ins promoter up cell count | bCat nuc transl | bCat nuc transl cell count 5 µM
Cc1ccc(C)c(NS(=O)(=O)c2cc(C(=O)NCCC3=CCCCC3)ccc2C)c1 | i | 27 | 5 | 625 | 0.058 | -0.21 | -0.13 | 0.61 | i | 1.9 | 16% | 1 | 2.1 | 0.7 | 2.5 | -0.04 | 2038 | -4.8 | 1155
CCN1CCc2c(OCC(=O)N3CCCc4ccccc43)cccc2C1=O | i | 24 | -14 | 711 | -0.85 | -0.16 | -0.45 | 0.39 | i | 0.4 | -9% | 1.1 | 3.1 | 2.6 | 8.5 | -0.1 | 1322 | -1.0 | 1125
CCN1CCc2c(sc(NC(=O)Nc3ccc(Cl)c(Cl)c3)c2C(N)=O)C1 | i | 45 | -8 | 685 | -3.3 | -0.24 | -3.5 | 0.85 | + | 25* | 2% | 1.1 | 3.3 | 2.4 | 14 | . | . | 8.8 | 519
OC[C@@H](O)C1OC2NC(=S)OC2C1O (stereo partly drawn) | i | 58 | -3 | 738 | 0.1 | -0.17 | 0.11 | -0.18 | i | 0.9 | 2% | 1 | 1.7 | 0.7 | 4.8 | 0.59 | 1409 | -0.7 | 961
CCOC(=O)c1sc(=NC(=O)c2ccc(C)cc2)n(C)c1C | i | 32 | 11 | 702 | -0.51 | -0.21 | -0.19 | 0.44 | i | 0.3 | 6% | 1.1 | 4.0 | 2.7 | 7.1 | 0.68 | 1188 | -2.1 | 1046
CCOC(=O)c1ccc(S(=O)(=O)NCCN2CCOCC2)cc1 | i | 7 | 2 | 685 | 0.5 | -0.34 | 0.52 | 0.12 | i | 0.4 | -8% | 1 | 11 | 2.3 | 6.8 | -0.18 | 1241 | -2.0 | 1050
Cc1cc(C)nc(N2CCCC(C(=O)Nc3nnc(C)s3)C2)n1 (stereo not drawn) | i | 57 | . | . | -0.62 | -0.18 | -0.13 | 0.53 | i | 5.9 | -14% | 1 | 2.5 | 3.5 | 10 | 1.1 | 1142 | -2.1 | 1076
Cc1ccc(-n2c(O)c(C=NC3CCS(=O)(=O)C3)c3ccccc3c2=O)cc1C (stereo not drawn) | i | 41 | 12 | 751 | 2.4 | 0.15 | 1.4 | -1 | i | 8.3 | 16% | 1.1 | 2.9 | 1.4 | 2.3 | -0.2 | 893 | -1.6 | 1104
CC(C)c1ccc(/C=C/C(=O)Nc2nncs2)cc1 | i | 40 | -5 | 746 | 0.22 | -0.31 | -0.028 | -0.083 | i | 0.9 | -2% | 1 | 1.8 | 3.9 | 5.5 | ? | . | -1.2 | 638
O=[N+]([O-])c1ccc(N2CCN(S(=O)(=O)c3ccccc3[N+](=O)[O-])CC2)cc1N1CCc2ccccc2C1 | i | 57 | -1 | 524 | 3.5 | -0.38 | 2.2 | 0.085 | i | 0.3 | 9% | 0.8 | 6.5 | 1.8 | 4.7 | -0.11 | 1400 | -0.4 | 1106
Cc1ccc(S(=O)(=O)N(CC(=O)O)Cc2ccccc2)cc1 | i | 45 | . | . | -0.48 | -0.21 | -0.0014 | 0.2 | i | 3.4 | -1% | 1.1 | 4.0 | 2.2 | 8.8 | -0.8 | 1422 | -3.4 | 971
O=C(c1csc2c1CCCC2)N1CCCCC1 | i | 61 | -6 | 719 | -0.61 | 0.57 | -0.31 | 0.73 | i | 0.7 | 4% | 1.1 | 1.4 | 2.1 | 6.3 | -0.71 | 919 | -5.1 | 1235
Cc1ccc(N2CC(=O)N(NC(=O)CN3CCN(c4ccccc4)CC3)CC2=O)cc1 | i | 26 | -11 | 739 | -0.32 | -0.14 | -0.46 | 1.1 | i | 0.6 | . | . | . | . | . | -0.2 | 1065 | 0.6 | 1309
COc1cc2[nH]c3c(=O)n(CCN4CCCCC4)cnc3c2cc1OC | i | 11 | . | . | -0.56 | -0.13 | -0.23 | 0.98 | i | 1.2 | 2% | 1.1 | 5.1 | 2.0 | 3.4 | -0.7 | 1075 | 1.7 | 1167
C/C(=N\Nc1ccc(F)cc1F)c1ccc(F)cc1 | i | 26 | . | . | -0.72 | 0.014 | -0.56 | 0.26 | . | . | -45% | 1.1 | 2.6 | 2.1 | 9.1 | -1.3 | 1674 | -0.7 | 1284
Cc1ccccc1-n1c(Cn2c(=O)sc3ccccc32)nnc1SC(C)C | i | 27 | -24 | 752 | -0.51 | -0.14 | 0.076 | 0.52 | i | 1.2 | -3% | 1.1 | 6.3 | 2.7 | 9.1 | 0.17 | 1195 | -2.7 | 1222
CCOC(=O)C1(Cc2ccc(OC)cc2)CCN(C(=O)CCN2CCCC2=O)CC1 | i | 27 | -4 | 728 | -1 | -0.26 | -0.67 | 0.66 | i | 0.4 | -3% | 1.1 | 3.0 | 1.8 | 5.1 | 1.5 | 1164 | -0.1 | 1032
CCOC(=O)c1ccc(CNC(=O)CSc2nnc(-c3ccncc3)o2)cc1 | i | 36 | -23 | 510 | 1.8 | -0.22 | 2.1 | -1.2 | i | 0.3 | 13% | 0.9 | 3.3 | 1.3 | 0.3 | . | . | 0.2 | 970
CC(C)Cc1cc(C(=O)N2CCC(N3CCC(C(=O)N4CCOCC4)CC3)CC2)n[nH]1 | i | 29 | -6 | 745 | 1.4 | -0.15 | 0.55 | -1 | i | 0.6 | 0% | 0.1 | 3.4 | 3.4 | 5.2 | . | . | 0.7 | 872
Cc1nnc(SCC(=O)N2CCN(Cc3ccccc3)CC2)s1 | i | 59 | -4 | 651 | -0.2 | -0.23 | -0.76 | 0.32 | i | 6.8 | 6% | 1 | 2.9 | 1.7 | 0.7 | 1.4 | 1162 | 0.9 | 935
COC(=O)C1C(=O)C2=C(CC1C)NC(C)=C(C(=O)OC(C)C)C2c1ccc(C)o1 (stereo not drawn) | i | 13 | -1 | 782 | -0.18 | -0.28 | 0.031 | 0.25 | i | 0.7 | 2% | 1.1 | 1.0 | 1.3 | 4.1 | -0.78 | 952 | 0.6 | 1122
Cc1ccc(NC(=O)CN(C)S(=O)(=O)c2cnc[nH]2)cc1C | i | 19 | . | . | -1 | -0.22 | -0.37 | 0.77 | i | 1.1 | 8% | 1 | 3.3 | 2.7 | 14 | 2.4 | 1462 | 0.4 | 1379
Cc1ccc2nc(NCC(=O)NN)nc(-c3ccccc3)c2c1 | i | 36 | -5 | 756 | 0.33 | -0.18 | 0.86 | -2.1 | i | 1.0 | . | . | . | . | . | . | . | 0.2 | 1317
Cc1cccc(C)c1NC(=S)NCc1ccccc1 | i | 37 | -16 | 655 | -0.53 | -0.34 | -0.25 | 0.92 | i | 0.1 | . | 1 | 1.9 | 2.4 | 6.0 | 0.83 | 1538 | 1.1 | 1576
Cc1cccc(OCc2n(CC(=O)OC3CC(C)CCC3C(C)C)c3ccccc3[n+]2C)c1 (stereo not drawn) | i | 64 | 12 | 674 | -4.3 | 2 | -2.3 | -4.4 | i | 0.3 | 18% | 1 | 67 | 27 | 86 | -2.5 | 558 | 8.2 | 611
Cc1cc(C)c2c(c1)/C(=N/NS(=O)(=O)c1ccccc1)CCC2 | i | 44 | -3 | 754 | 0.59 | 0.023 | 0.61 | 0.74 | i | 0.3 | 9% | 1.1 | 2.0 | 0.9 | 4.0 | . | . | 0.7 | 930
CCc1ccc(C2=Nn3c(nnc3-c3cccs3)SC2)cc1 | i | 43 | . | . | -1.7 | -0.33 | -0.73 | 0.4 | i | 0.4 | 5% | 1.1 | 2.9 | 1.5 | 9.3 | -0.47 | 1554 | 0.4 | 1397
CSc1nc2ccccc2c(=O)n1Cc1ccc(F)cc1 | i | 40 | 21 | 712 | -1.6 | -0.36 | -0.17 | 1.9 | i | 0.7 | 22% | 1.1 | 3.7 | 3.2 | 8.4 | 0.04 | 1316 | -0.4 | 1544
Cc1cc(C(=O)N/N=C/C=C/c2ccc([N+](=O)[O-])cc2)n[nH]1 | i | 59 | 9 | 687 | -0.58 | -0.26 | 0.27 | -0.41 | i | 0.1 | 3% | 1.8 | 2.6 | 2.9 | 7.6 | 0.65 | 1635 | -2.8 | 1124
